Assay outcomes: PubChem, Sanford-Burnham Center for Chemical Genomics
NLRP3 yeast inh: inhibitors of NALP3 inflammasome in yeast; 330,000 tested, 0.39% active; inhibition, % at 10 µM; Yeast reconstituted NLRP3/ASC/caspase-1, beta-gal luminescence, 24 h;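 active = inhibition of 50% or more; inactive = inhibition below 50%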;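 note: plate controls were induced DMSO wells for no effect and uninduced yeast grown without galactose for full effect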
MIN6 prolif: MIN6 beta-cell proliferation induction | MIN6 cells proliferation, ATPlite luminescence, 48 h; cells starved in 0.2% serum; 100% = growth in 10% serum | proliferation, % at 10 µM | 330,000 tested, 0.29% active;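 active = compounds whose signal lies at least 3.5 SD above the mean of all wells on their plate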;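 note: 0% = DMSO-treated cells in low-serum medium and 100% = 10% serum control; some compounds called inactive have numbers as strong as hits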
mIAP act: increases mouse intestinal alkaline phosphatase activity; activation factor at 10 µM; muIAP, CDP-Star luminescence, 30 min; stronger effect = higher value; 1 = vehicle-only enzyme signal, 0 = enzyme-free wells; AID 2805; 330,000 tested, 0.24% active;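 active = activation factor of at least 2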; note: the source names both 10 and 20 µM as test concentration; values of inactives mirror those of a sister screen read the other way
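System: mouse IAP enzyme. Reagent: CDP-Star chemiluminescent phosphatase substrate. Benchmarks: DMSO wells, no-enzyme wells. Times: 30 min enzyme-substrate-compound incubation at room temperature. Detection: luminescence from enzymatic CDP-Star hydrolysis. Doses: test compounds delivered from DMSO solution.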
APOBEC3G inh: blocks human APOBEC3G single-stranded DNA deamination; Q9HC16; recombinant A3G, ssDNA deamination FAM/TAMRA fluorescence; inhibition, % at 20 µM; 330,000 tested, 0.28% active;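 active = inhibition of at least 40% at 20 µM, with no more than 30% in the related APOBEC3A deaminase screen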;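 note: plate controls were DMSO wells with A3G for no effect and wells lacking A3G enzyme for full effect; some compounds called inactive have numbers as strong as hits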
Target sequence (Q9HC16 whole entry, looked up): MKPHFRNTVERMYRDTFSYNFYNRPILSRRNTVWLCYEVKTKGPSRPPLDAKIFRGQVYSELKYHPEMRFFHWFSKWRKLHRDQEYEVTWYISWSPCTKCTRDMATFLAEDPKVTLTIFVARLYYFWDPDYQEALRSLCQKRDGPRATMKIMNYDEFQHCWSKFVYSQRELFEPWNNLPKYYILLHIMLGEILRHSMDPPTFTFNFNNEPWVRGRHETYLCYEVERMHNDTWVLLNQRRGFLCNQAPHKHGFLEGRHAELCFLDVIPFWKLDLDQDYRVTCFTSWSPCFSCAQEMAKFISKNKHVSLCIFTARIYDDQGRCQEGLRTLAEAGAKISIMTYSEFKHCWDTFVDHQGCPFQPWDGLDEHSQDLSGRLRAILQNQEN
A3A deaminase: inhibitors of human APOBEC3A DNA deaminase; P31941; recombinant A3A, FAM/TAMRA ssDNA deamination fluorescence; inhibition, % at 20 µM; 330,000 tested, 0.41% active; AID 493011;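 active = at least 40% inhibition at 20 µM here, with at most 30% in a related deaminase screen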;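 note: plate controls were A3A with DMSO for no effect and wells lacking A3A enzyme for full effect; some results filed as inactive read as strong as hits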
Target sequence (P31941 whole entry, looked up): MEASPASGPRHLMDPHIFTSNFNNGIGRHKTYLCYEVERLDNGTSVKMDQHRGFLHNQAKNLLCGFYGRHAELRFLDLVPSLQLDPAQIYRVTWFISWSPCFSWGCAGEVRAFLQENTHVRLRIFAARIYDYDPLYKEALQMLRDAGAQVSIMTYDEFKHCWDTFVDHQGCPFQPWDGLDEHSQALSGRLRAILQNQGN
hIAP inh: human IAP inhibition; P09923; purified IAP, CDP-Star luminescence, 30 min; inhibition, % at 10 µM; 330,000 tested, 0.12% active;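 active = inhibition reaching a set limit with compound at 10 µM in the primary screen, cut at about 35% in these data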;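 note: plate controls were DMSO wells with enzyme for no effect and no-enzyme buffer wells for full effect; values of inactives mirror those of a sister screen read the other way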
hIAP act: human IAP activation; 330,000 tested, 0.16% active; P09923; activation factor at 10 µM; purified human IAP, CDP-Star luminescence, 30 min; stronger effect = higher value; 1 = vehicle-only enzyme, 0 = enzyme-free background;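 active = activation factor of the enzyme at least 2-fold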; note: the source names both 10 and 20 µM as test concentration; values of inactives mirror those of a sister screen read the other way
mIAP block: mouse IAP inhibition; purified mouse IAP, CDP-Star luminescence, 30 min; inhibition, % at 10 µM; 330,000 tested, 0.2% active; AID 2806;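 active = inhibition of at least 40% at 10 µM in the primary screen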;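 note: plate controls were DMSO with enzyme for no effect and no enzyme wells for full effect; values of inactives mirror those of a sister screen read the other way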
SENP1 inh: blocks the human SENP1 SUMO protease catalytic domain. inhibition, % at 10 µM. recombinant SENP1 catalytic domain, CyPet-SUMO1-YPet FRET cleavage. AID 624204. 360,000 tested, 0.21% active. Q9P0U3;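 active = inhibition at least 30% at 10 µM, raw YFP signal under a set limit, fluorescence ratio 0.5 to 1.5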;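 note: 0% = enzyme with DMSO and 100% = no enzyme wells; some results filed as inactive read as strong as hits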
Target sequence (Q9P0U3 419-644 limits assumed): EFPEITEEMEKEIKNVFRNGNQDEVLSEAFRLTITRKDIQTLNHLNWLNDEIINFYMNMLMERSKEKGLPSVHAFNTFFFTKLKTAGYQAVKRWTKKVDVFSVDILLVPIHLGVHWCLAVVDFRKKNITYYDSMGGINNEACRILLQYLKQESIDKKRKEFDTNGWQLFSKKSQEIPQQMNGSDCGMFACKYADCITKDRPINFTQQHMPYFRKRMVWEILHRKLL
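Material: hSENP1 catalytic domain, recombinant; medium: Tris pH 8 with BME, BSA, NP40 and catalase; compound: single concentration of 10 µM compound, 0.5% DMSO final; technique: FRET read of cyan and yellow fluorescence; timing: 50 min enzyme reaction, room temperature, light-protected; reagent: SFCypet-SUMO1-SFYpet substrate at 25 nM; control set: no-enzyme low, enzyme-DMSO high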
* = called active by the depositor; · = no result given. A portion of the library; rates above refer to the full screens.

SMILES	NLRP3 yeast inh	MIN6 prolif	mIAP act	APOBEC3G inh	A3A deaminase	hIAP inh	hIAP act	mIAP block	SENP1 inh
CN(C)S(=O)(=O)c1ccc(Cl)c(C(=O)NCC2CCCCC2)c1	22	-2	1	-6	4	-19	1.2	-3	-2
O=C(c1cccc(S(=O)(=O)Nc2ccccc2Cl)c1)N1CCN(c2ccccc2O)CC1	-1	0	0.85	-6	-6	19	0.81	15	1
O=C(NCC1CCCO1)C1CCN(S(=O)(=O)c2ccccc2)CC1 (stereo not given)	-9	-1	1.1	0	1	-9	1.1	-5	1
Cc1ccc(C(=O)OCC(=O)Nc2cccc(S(=O)(=O)N3CCCCC3)c2)o1	24	-6	1.2	12	11	-4	1	-16	0
COc1ccc(/C=C2\CCc3ccccc3C2=O)cc1CN1CCOCC1	30	-4	1	-1	-2	6	0.94	-2	-5
CCCc1c(O)nc(SCC(=O)O)[nH]c1=O	14	-3	1	4	-1	4	0.96	-4	2
CC(Cc1ccccc1)NC(=O)CSc1nc2nc3c(cc2c(=O)n1-c1ccccc1)COC(C)(C)C3 (stereo not given)	-10	-2	0.98	-5	-1	16	0.84	2	3
COc1ccc(/C=C/c2nnc(NC(=O)COc3ccc(C)cc3)s2)cc1	-6	0	1	-11	-4	-7	1.1	-4	-83
CC1(C)CC(=O)C=C(NC2=CC3OC(c4ccccc4)OCC3OC2=O)C1 (stereo not given)	5	3	1	1	1	-6	1.1	-1	-5
COC(=O)c1cn(NC(=O)c2ccc(F)cc2)c(=O)c2ccccc12	17	-3	1	-4	-2	-7	1.1	-2	1

An excerpt from above in order of formula weight, lowest first.
SMILES	NLRP3 yeast inh	MIN6 prolif	mIAP act	APOBEC3G inh	A3A deaminase	hIAP inh	hIAP act	mIAP block	SENP1 inh
CN(C)S(=O)(=O)c1ccc(Cl)c(C(=O)NCC2CCCCC2)c1	22	-2	1	-6	4	-19	1.2	-3	-2
Cc1ccc(C(=O)OCC(=O)Nc2cccc(S(=O)(=O)N3CCCCC3)c2)o1	24	-6	1.2	12	11	-4	1	-16	0
CC(Cc1ccccc1)NC(=O)CSc1nc2nc3c(cc2c(=O)n1-c1ccccc1)COC(C)(C)C3 (stereo not given)	-10	-2	0.98	-5	-1	16	0.84	2	3

The list goes on:
SMILES	NLRP3 yeast inh	MIN6 prolif	mIAP act	APOBEC3G inh	A3A deaminase	hIAP inh	hIAP act	mIAP block	SENP1 inh
Cc1c(C(=O)N2CCOCC2)c(S(=O)(=O)Nc2ccc(Br)cc2F)c(C)n1C	11	-5	0.96	-5	-1	-7	1.1	4	0
Cc1cccc(C(=O)N2CCC(=O)N(C(COCc3ccccc3)Cc3ccccc3)CC2)c1 (stereo not given)	11	0	1	-12	-6	-3	1	-2	2
COc1ccc(CNC(=O)c2cc(=O)c3c(C)cc(C)cc3o2)cc1	2	-3	1	5	4	6	0.94	-4	1
Cc1cccn2c(=O)nc(SCC(=O)N3CCOCC3)nc12	5	9	0.99	-1	-1	-10	1.1	1	2
COc1ccc(NC2CCCN(C(=O)c3cccs3)C2)cc1 (stereo not given)	19	1	0.99	-9	-8	-8	1.1	1	-1
CC(C)(C)c1cc(C(F)(F)F)nc(SCCCNC(=O)c2ccco2)n1	8	-2	1	-3	1	-2	1	-3	2
CCc1ccc(N(CC(=O)NCc2ccco2)C(=O)CCC(=O)Nc2ccccn2)cc1	6	1	1	-8	-2	6	0.94	-2	-1
CCN(CC)CCN(C(=O)/C=C/c1cccs1)c1nc2ccc(C)cc2s1	17	-8	1	-2	-3	17	0.83	-1	-1
Cc1[nH]c2ccccc2c1/C=N/NC(=O)c1cccc(Br)c1	17	-2	0.95	-8	-2	3	0.97	5	30
NCc1ccccc1	23	-2	1.3	-6	1	-5	1.1	-34	0

Taken from above.
`NCc1ccccc1` in MIN6 prolif is entered as -2
`Cc1[nH]c2ccccc2c1/C=N/NC(=O)c1cccc(Br)c1` in SENP1 inh is entered as 30
`CC(C)(C)c1cc(C(F)(F)F)nc(SCCCNC(=O)c2ccco2)n1` in NLRP3 yeast inh is entered as 8
`Cc1c(C(=O)N2CCOCC2)c(S(=O)(=O)Nc2ccc(Br)cc2F)c(C)n1C` in hIAP inh is entered as -7

Part of the list above, reduced to SENP1 inh and hIAP inh:
structure	SENP1 inh	hIAP inh
Cc1[nH]c2ccccc2c1/C=N/NC(=O)c1cccc(Br)c1	30	3
Cc1c(C(=O)N2CCOCC2)c(S(=O)(=O)Nc2ccc(Br)cc2F)c(C)n1C	0	-7
Cc1cccn2c(=O)nc(SCC(=O)N3CCOCC3)nc12	2	-10
CCN(CC)CCN(C(=O)/C=C/c1cccs1)c1nc2ccc(C)cc2s1	-1	17

Carrying on.
SMILES	NLRP3 yeast inh	MIN6 prolif	mIAP act	APOBEC3G inh	A3A deaminase	hIAP inh	hIAP act	mIAP block	SENP1 inh
CCOC(=O)c1nnn(-c2ccc(OC)cc2)c1N	-1	2	0.94	-3	0	5	0.95	6	2
Cc1ccc(S(=O)(=O)NCc2nc(-c3ccccc3)no2)cc1	4	1	1.1	-4	1	-25	1.2	-11	1
CN(C)c1ccc(/C=N/NC(=O)c2ccc(Cn3cc(Br)cn3)o2)cc1	11	-3	1	1	-1	-9	1.1	-5	-32
Cc1cc(OCC(=O)N(C)Cc2ccccc2)ccc1Br	35	-1	0.98	0	2	0	1	2	1
CC(=O)Oc1ccc2occ(/C=N/c3cc(=O)[nH]c(=S)[nH]3)c(=O)c2c1	1	-5	0.78	1	9	-10	1.1	22	0
COc1ccc(C2(c3ccc(OC)cc3)NC(=O)N(CC(=O)NC3(C#N)CCCCC3)C2=O)cc1	13	0	1.1	-6	-2	-5	1	-11	2
Cn1c(=O)c(C(=O)c2ccc(S(C)(=O)=O)c(Cl)c2Cl)c(O)c2ccccc21	9	1	1	-3	13	4	0.96	0	2
CCCn1c(=O)c2ccccc2n2c(SCCOc3ccc(OC)cc3)nnc12	-6	-1	0.95	-6	-7	-21	1.2	5	1
COc1cc(S(=O)(=O)n2nc(C)cc2C)ccc1Cl	13	-1	0.94	-8	1	-22	1.2	6	2
O=C(COc1ccc2ccccc2c1)NNC(=O)c1cccs1	6	0	0.97	0	5	-4	1	3	1
Cn1c(Cc2cccc3ccccc23)nnc1SCc1ccc([N+](=O)[O-])cc1	12	0	0.82	14	31	13	0.87	18	2
COc1ccc(C(C[N+](=O)[O-])c2c(C)cc3ccccn23)c(OC)c1 (stereo not given)	32	-4	1	-7	5	22	0.79	0	6
COc1ccc(NC(=O)c2oc3ccccc3c2NC(=O)C2CC2)cc1	17	2	0.95	-8	-2	5	0.95	5	3
O=C(COC(=O)c1ccc([N+](=O)[O-])o1)NCCCc1ccccc1	5	-5	0.86	-6	-2	-2	1	14	-21
CC(=O)Nc1cccc(C(=O)OCC(=O)NNC(=O)c2ccc([N+](=O)[O-])cc2)c1	9	-1	0.9	-7	-1	-4	1	10	3
COc1ccc(S(=O)(=O)N2CCOCC2)cc1NC(=O)c1cccc(-n2cccc2)c1	11	3	0.92	60	80	1	0.99	8	-4
O=C(OCc1nnc(-c2ccc(Br)cc2)o1)c1ccco1	5	0	0.95	-7	-1	-17	1.2	5	-1
Cc1c(C(=O)c2ccc(Cl)c(Cl)c2)cnc2cc3c(cc12)OCO3	-1	-5	1	-2	2	11	0.89	-4	-1
Cc1cccnc1NC(=O)Nc1ccc(F)cc1	27	1	0.99	-9	0	-16	1.2	1	4
CCCC(=O)Nc1sc(C(=O)Nc2cccc(N)c2)c(C)c1C(=O)OC	4	1	0.96	8	4	10	0.9	4	1
CCOC(=O)C1CCN(C(=O)CN2C(=O)c3cccnc3Oc3ccc(C)cc32)CC1	13	-4	1.1	1	-2	-32	1.3	-7	1
C[N+](C)(C)CCOP(=O)([O-])OC[C@H](O)CO	-1	-2	1.2	-6	-3	-11	1.1	-17	2
Cc1ccc(N2C(=O)CC(Cc3ccc(Cl)cc3)C2=O)cc1 (stereo not given)	17	-2	1.1	-8	-3	-1	1	-6	-1
CCOc1cc(CNCC2CCCN2CC)cc(Cl)c1OC (stereo not given)	9	-1	1.1	0	-4	6	0.94	-6	3
CCCN(CC(=O)Nc1ccc(F)c(F)c1F)C(=O)C1CC(=O)N(Cc2ccccc2)C1 (stereo not given)	5	-3	1	0	23	-2	1	-1	2
COc1ccc(-c2nc3ccc(C)cn3c2NCc2ccc3c(c2)OCO3)cc1	4	-4	1.1	-6	-7	-10	1.1	-6	-12
O=S(=O)(c1ccc(Oc2ccc(Cl)cc2)c(S(=O)(=O)N2CCCCC2)c1)N1CCCCC1	19	1	1.1	5	4	10	0.9	-5	2
COc1ccc(C(C)NC(=O)Nc2ccc(C(C)=O)cc2)cc1OC (stereo not given)	11	-2	1.2	-5	-2	-19	1.2	-20	0
Cc1cccc(NC(=O)CCN2C(=O)c3ccccc3C2=O)c1	21	-1	1	-2	-4	-32	1.3	-2	1
CSc1ccc(Cl)c(C(=O)N2CCN(CC(=O)N3CCCC3)CC2)c1	6	1	0.94	-6	-5	0	1	6	-3
O=C(Nc1cc(Cl)ccc1O)C1CC(c2ccccc2Cl)=NO1 (stereo not given)	17	-3	0.99	-9	-1	-27	1.3	1	5
CCOc1ccc(NC(=O)c2cnccn2)cc1	14	-3	1.1	-3	1	-16	1.2	-7	2
Cc1cc(=O)n2[nH]c(-c3ccco3)nc2n1	11	3	0.86	3	22	-13	1.1	14	-1
COc1ccc(-c2noc(CN3CCN(c4ccccc4F)CC3)n2)cc1OC	18	-2	0.99	0	-1	-15	1.1	1	0
CC[n+]1c(/C=C(/C)SC)sc2ccccc21	4	-5	0.89	-4	0	8	0.92	11	-4
COc1cc(/C=C/C(=O)O)cc(S(=O)(=O)Nc2ccccc2SC)c1OC	-5	-3	0.98	-6	0	2	0.98	2	1
CC1CCCC(C)N1C(=O)COC(=O)c1ccco1 (stereo not given)	-1	-1	0.99	0	2	-10	1.1	1	2
CN(C)CCCNC(=O)C[C@H]1C[C@H](C(=O)N2CCCCC2)[C@@]2(C)c3[nH]c4cc(CCC(=O)N(C)C)ccc4c3CCN2C1=O	·	·	1.2	6	5	·	·	-6	0
COc1ccc(OCC(=O)N2CCN(C(=O)c3ccc(F)cc3)CC2)cc1	1	-6	0.92	-2	-2	-19	1.2	8	0
CCN(Cc1ccc(OC)c(F)c1)C(=O)/C=C/c1ccc(S(=O)(=O)N2CCOCC2)cc1	13	-4	0.99	-6	4	12	0.88	1	1
COc1nc2ccccc2nc1OC	5	5	1	-3	0	6	0.94	0	1

Whole records, quoted from the list. Order of values: NLRP3 yeast inh | MIN6 prolif | mIAP act | APOBEC3G inh | A3A deaminase | hIAP inh | hIAP act | mIAP block | SENP1 inh
`CCOc1ccc(NC(=O)c2cnccn2)cc1` is listed with 14 | -3 | 1.1 | -3 | 1 | -16 | 1.2 | -7 | 2
`CC1CCCC(C)N1C(=O)COC(=O)c1ccco1` (stereo not given) is listed with -1 | -1 | 0.99 | 0 | 2 | -10 | 1.1 | 1 | 2
`COc1ccc(OCC(=O)N2CCN(C(=O)c3ccc(F)cc3)CC2)cc1` is listed with 1 | -6 | 0.92 | -2 | -2 | -19 | 1.2 | 8 | 0
